# GSIS activator: GLuc luminescence reporter in INS-1E cells, primary screen for activators of glucose-dependent secretion of insulin | INS-1E GLuc reporter insulin secretion, 2-3 h | activation, % at 16.6 µM | 370,000 compounds, 0.61% hits;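 active = lowest replicate activation of at least 40%, so every replicate reaches that level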;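 also: 0% = median of neutral control wells and 100% = median of IBMX positive control wells; some compounds called inactive have numbers as strong as hits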
# miR122 inh: miR-122 inhibition in Huh7 cells | activation (reporter increase), % at 12.5 µM | Huh7 miR-122 Renilla luciferase sensor, 48 h; neutral wells = 0, positive control = 100 | 340,000 compounds, 0.3% hits;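 active = mean replicate activation score at least 90 and every replicate individually at or above 90; inconclusive = only one of the two criteria met; inactive = neither criterion met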;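 also: higher luciferase means less miR-122 activity so hits act as miR-122 inhibitors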
# FN deposit inh: fibronectin deposition inhibition; AH1F fibroblasts, Alexa488-fibronectin deposition fluorescence, overnight; 350,000 compounds, 0.086% hits; AID 743247; inhibition, % at 12.6 µM;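 active = mean inhibition across replicates of 30% or more, regardless of how many single replicates reach that level; inconclusive = mean under 30% yet at least half of replicates reach 30%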;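 also: positive control wells lacked labelled fibronectin entirely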
#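 Assay system: AH1F fibroblasts / Quantity: 10000 cells per well / Medium: DMEM plus 2% serum, read in PBS / Reagent: labelled fibronectin 24 nM / Dosing: single dose, pinned / Times: 1 h cell attachment, overnight exposure to compound and label / Signal: fluorescence, ex 485 nm, em 525 nm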
# PGC1a acetyl inh: PGC1a acetylation modulation, inhibitor mode. U2OS PGC1a acetylation, AlphaScreen anti-acetyl-lysine; with virally co-expressed GCN5 acetyltransferase. inhibition, % at 15.6 µM. 350,000 compounds, 0.17% hits. AID 651687;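 active = every replicate shows inhibition of at least 40%; inconclusive = mean inhibition at least 40% but some replicate below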;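 also: 0% = neutral control wells and 100% = positive control wells; some results beyond the cut were filed as inactive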
# Cneo AK release: causes C. neoformans cell lysis | lysis activity, % at 15 µM | adenylate kinase release luminescence, 4 h; normalised: neutral wells 0, clomiphene wells 100 | 360,000 compounds, 0.2% hits | AID 651654;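 active = mean lysis activity across replicates of at least 80%, whatever share of replicates individually reach that level; inactive = mean lysis activity below 80%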
#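 Material: C. neoformans cells; Schedule: 4 h static compound exposure, 37 °C, read 1 h post-reagent; Measured by: adenylate kinase release luminescence; Read-out: signal increase indicating cell lysis; Controls: Clomiphene as positive lysis control.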
# CFTR F508del cor: correctors of CFTR F508del function in bronchial epithelial cells; CFBE cells, YFP halide quenching; stimulated with forskolin plus potentiator P3; % fluorescence drop versus neutral controls; activity (quench increase), % at 7.58 µM; 350,000 compounds, 0.36% hits;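 active = mean added fluorescence quench of at least 8% versus neutral control, with both replicates also reaching 8%; inconclusive = only one of the mean or replicate conditions met; inactive = mean below 8% and not both replicates reaching 8%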;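 also: cells transiently co-express mutant CFTR-F508del with the halide-sensitive YFP; corrector assay measuring rescue of mutant channel to the surface after 24 h compound exposure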
# PglD inh: PglD (C. jejuni) enzyme inhibition | purified PglD enzyme, DTNB colorimetric CoA detection | inhibition, % at 12.5 µM | 360,000 compounds, 0.098% hits; in the data active = inhibition above about 16%, passing the limit was not always enough; inconclusive = no clear call, values can overlap the other calls; also: strong numbers were not always called active
# Statin myotox sup: suppressors of simvastatin-induced myotoxicity in C2C12 myotubes; ATP luminescence, 48 h; scaled: DMSO 0, geranylgeraniol control 100; rescue of ATP level, % at 7.49 µM; 330,000 compounds, 0.78% hits; AID 602340;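 active = mean ATP rescue above about 67%, or every replicate alone reaching that limit, limit read from the data, passing the limit was not always enough; inconclusive = no clear call, values can overlap the other calls; inactive = mean under the limit and some replicate under it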;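 also: myotubes were challenged with 10 µM simvastatin during compound exposure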
# The depositor's hits bear a star; ? = inconclusive; . = not tested or not shown; & = joins results of further samples; [ ] = dose if it differs, or a comment.
SMILES,GSIS activator,miR122 inh,FN deposit inh,PGC1a acetyl inh,Cneo AK release,CFTR F508del cor,PglD inh,Statin myotox sup
C[C@@H]1CN([C@H](C)CO)C(=O)c2cc(NS(C)(=O)=O)ccc2O[C@@H](C)CCCCO[C@H]1CN(C)C(=O)NC1CCCCC1,10,-2[16.7 µM],-9,2,2,1.0,1,-46
COCC(=O)Nc1ccc2c(c1)OC[C@H](C)N(C(=O)c1ccccn1)C[C@@H](C)[C@H](OC)CN(C)C2=O,20,4[16.7 µM],-6,9,1,-1.9,2,-8
COc1cc2sc(-c3ccccc3OC)c(-c3ccc(OCCN4CCCCC4)cc3)c2cc1OC,.,-8,5,-43,8,2.2,-4,-45
CCC1(c2ccccc2)NC(=S)N(c2ccc(C)c(C)c2)N1 (stereo not drawn),8,.,-10,.,12,5.1,-3,.
Cc1ccc(NCc2nnc(SCC(=O)OC3CCCCC3)o2)c(C)c1,.,4,3,-4,1,.,-6,4
COc1ccc(S(=O)(=O)N2CCC3(CC2)CC(=O)c2ccccc2O3)cc1C,5,.,9,9,-2,1.7,-2,-56
CCc1ccc(NC(=S)N(CCC(C)C)C2CCN(C(C)=O)CC2)cc1,-2,-1,2,-4,1,0.0,-2,-10
Cc1ccc(S(=O)(=O)N[C@@H]2CC[C@H](CCNC(=O)C3CCCC3)O[C@@H]2CO)cc1,-6,1[16.7 µM],10,-4,86*,0.9,2,1
N#Cc1ccc2ccn(CC(=O)NC3CCCCCC3)c2c1,.,3,-6,-6,0,.,-1,-1
CC(=O)N1CCc2cc(S(=O)(=O)CCC(=O)N3CCc4ccccc4C3)ccc21,.,17,-2,2,-25,.,2,-4
CC1CN(C(=O)CSc2nnc(-c3ccncc3)n2-c2ccccc2)CC(C)O1 (stereo not drawn),3,-1,-1,3,0,.,-1,3
O=C(NCC(=O)N1CCCC(C(F)(F)F)C1)c1ccco1 (stereo not drawn),-6,.,10,.,1,2.9,3,-1
Cc1cc2oc(=O)cc(CN3CCC(C)CC3)c2cc1Cl,.,-2,3,-4,-1,.,-7,26
Cc1cc(OCC(=O)Nc2c(C)n(C)n(-c3ccccc3)c2=O)ccc1[N+](=O)[O-],-5,-5,-1,.,0,1.7,6,26
CCOC(=O)[C@H]1[C@H]2COc3ccc(Br)cc3[C@@H]2N2C(=O)c3ccc(C)cc3NC(=O)[C@@]12C,-7,.,-1,.,0,0.8,3,22
CSCCC(NC(=O)CCN1C(=O)c2ccccc2C1=O)C(=O)O (stereo not drawn),.,-1,1,.,-4,.,-3,.
CCn1cnc2cc(NCc3ccc(N(C)C)cc3)ccc21,-32,-26,3,?,4,-0.9,1,28
COc1ccccc1C(=O)Nc1ccc2c(c1)C(=O)N(C)[C@H]1CC[C@H](CC(=O)NCc3ccc(Cl)c(Cl)c3)O[C@@H]1CO2,-8,?,-2,-5,3,1.2,-2,64
Nc1nc(Nc2ccccc2Br)nc(C(F)(F)F)n1,.,-1,-4,-1,-1,1.1,-5,-12
Brc1ccc(C2=Nn3c(nnc3-c3n[nH]c4c3CCC4)SC2)cc1,.,-3,.,-21,0,.,5,.
CCCCNC(=S)NC1CCCC1,7,5,2,4,-3,.,2,.
Cc1ccc(S(=O)(=O)Nc2ccc3c(c2)CC(=O)N([C@H](C)CO)C[C@@H](C)[C@H](CN(C)C(=O)Nc2cccc4ccccc24)O3)cc1,-5,-7[16.7 µM],.,-15,1,1.2,-1,16
COc1ccc(NC(=O)CSc2nc3c([nH]c4ccccc43)c(=O)n2C)c(OC)c1,2,2,-1,7,2,3.1,-5,7
N#Cc1cccc(-c2ccc(C3[C@H]4CNC[C@@H]3N4S(=O)(=O)c3ccccc3)cc2)c1 (stereo partly drawn),-8&6,.,0&-4,-2&7,.,0.4&-0.2,.,.
COCC(=O)N1CCCCN2[C@@H](CO)[C@H](c3ccc(-c4ccc(C)cc4)cc3)[C@@H]2C1,1,-4[16.7 µM],.,-1,0,-4.3,-4,50
C[C@H](CO)N1C[C@H](C)[C@H](CN(C)C(=O)Cc2cccnc2)Oc2ncc(C#CC3(O)CCCC3)cc2C1=O,2,-10[16.7 µM],-2,14,4,-1.5,1,-11
O=C(Nc1nccs1)c1cccnc1Cl,15,.,9,.,.,-1.3,.,-6
Nc1c(Cl)cc2c(c1Br)Cc1ccccc1-2,9,.,0,7,-1,-0.6,-1,4
CC(NC(=O)c1cccnc1)C(c1ccccc1)N1CCN(C)CC1 (stereo not drawn),5,-5,.,-8,-1,1.7,1,6
C[C@H]1CCCCO[C@@H](CN(C)S(=O)(=O)c2ccc(Cl)cc2)[C@@H](C)CN([C@@H](C)CO)C(=O)c2cc(NS(=O)(=O)c3ccc(Cl)cc3)ccc2O1,20,-3[16.7 µM],-4,-15,10,0.5,0,.
C#CCOCCOCCOCCNc1nc(N2CCOCC2)nc(N2CCN(C(=O)[C@H](CCC(=O)O)n3cc(C(N)Cc4ccc(O)cc4)nn3)CC2)n1 (stereo partly drawn),.,-7,.,8,-1,.,-1,1
N#Cc1cccc(NC(=O)CN2NS(=O)(=O)c3ccccc3C2=O)c1,.,0,.,9,0,.,6,10
O=C(NC1CC1)C1=C[C@H](c2ccc(Br)cc2)C[C@H](OCc2ccc(CO)cc2)O1,-7,5,2,-14,-3,2.9,-6,-3
CN(C(=O)Nc1ccc(C(C)(C)C)cc1)C1CCCCC1,.,2,-6,-13,-3,-0.6,6,.
O=C(NCc1ccc(F)cc1)[C@@H]1N[C@@H]2c3ccc(-c4ccccc4)c(=O)n3C[C@@H]2[C@H]1CO,0,.,.,.,-2,.,0,1
C=C(C)CSc1[nH]c(=O)cc(C)c1C#N,1,-4,-10,-4,-7,1.7,2,.
C[C@@H]1CCCCO[C@H](CN(C)C(=O)CCCN(C)C)[C@H](C)CN([C@H](C)CO)C(=O)c2cc(NC(=O)Nc3cccc4ccccc34)ccc2O1,-16,5[16.7 µM],.,2,0,-2.4,3,.
O=C(Nc1ccc2c(c1)OCO2)N[C@H]1C=C[C@H](CC(=O)N2CCN(c3ccccc3)CC2)O[C@@H]1CO,-12,-8[16.7 µM],-12,3,-1,1.9,2,6
COC(=O)C1=CNC=C(C(=O)OC)C1c1ccc(Cl)cc1,.,-3,-17,0,0,.,-1,20
CCOC(=O)c1[nH]c(C)c(C(=O)c2cc(F)ccc2F)c1C,-5,42,2,-25,2,.,2,.
O=C(Nc1cccc(Cl)c1)N[C@H]1CC[C@H](CCNC(=O)C2CCC2)O[C@H]1CO,-3,.,.,-6,-4,-2.1,3,-1
Cc1c2c(n3c(nc4ccccc43)c1C#N)N(CCN1CCOCC1)CC2,-1,.,5,-10,.,1.2,.,.
C[C@@H]1CN([C@H](C)CO)C(=O)c2cccc(NC(=O)Nc3ccc(C(F)(F)F)cc3)c2O[C@H]1CN(C)Cc1ccccc1,-2,-3[16.7 µM],.,0,-1,2.3,4,-6
C[C@@H]1CN([C@@H](C)CO)C(=O)c2cc(NC(=O)Cc3ccccc3)ccc2O[C@@H](C)CCCCO[C@@H]1CN(C)Cc1ccc(C(=O)O)cc1,17,4[16.7 µM],.,26,-1,-0.1,2,.
O=C(NNC(=O)C1CC1c1ccccc1)Nc1cccc(Cl)c1 (stereo not drawn),-12,.,.,11,0,.,4,1
Cc1csc(NC(=O)C(C)Oc2ccc(Cl)cc2C)n1 (stereo not drawn),-60,7,-4,1,0,0.8,0,-4
O=C(c1ccc(Cl)c(S(=O)(=O)N2CCOCC2)c1)N1CCOCC1,10,.,-2,.,-3,-2.5,-7,3
Cc1c(C(=O)N2CCOCC2)sc(NC(=O)C(C)C)c1C#N,1,-2,-9,3,-1,-1.7,5,4

# Gathered by group: the entries above containing a thiophene ring, fused or not (2)
SMILES,GSIS activator,miR122 inh,FN deposit inh,PGC1a acetyl inh,Cneo AK release,CFTR F508del cor,PglD inh,Statin myotox sup
COc1cc2sc(-c3ccccc3OC)c(-c3ccc(OCCN4CCCCC4)cc3)c2cc1OC,.,-8,5,-43,8,2.2,-4,-45
Cc1c(C(=O)N2CCOCC2)sc(NC(=O)C(C)C)c1C#N,1,-2,-9,3,-1,-1.7,5,4

# New compounds follow
SMILES,GSIS activator,miR122 inh,FN deposit inh,PGC1a acetyl inh,Cneo AK release,CFTR F508del cor,PglD inh,Statin myotox sup
CCN1CCN(CC(=O)Nc2c(OC)cccc2OC)CC1,0,-6,0,-1,3,0.8,4,-6
COc1ccc(CN2CCCC(C(=O)N3CCCC3)C2)cc1 (stereo not drawn),.,-3,-1,0,-1,.,3,3
COc1ccccc1NC(=O)Nc1cccc(C(=O)O)c1,2,-5,3,5,.,-2.9,.,-8
COc1cccc([C@@H]2CC=C(C(=O)O)[C@H](c3ccccc3)N2S(=O)(=O)c2ccc(C)cc2)c1,-2,.,-2,.,2,-4.5,-4,-2
CC(C)=CCC/C(C)=C/CNC(=O)C[C@H]1C[C@H](C(=O)N(C(C)C)C(C)C)[C@@]2(C)c3[nH]c4cc(-c5ccco5)ccc4c3CCN2C1=O,.,-12,-5,9,0,1.8,-1,2
O=C(Nc1nccs1)c1ccc(COc2ccccc2Br)o1,.,-4,.,-19,0,.,0,11
C[C@@H]1CN([C@H](C)CO)C(=O)Cc2cc(NC(=O)Cc3ccccc3)ccc2O[C@H]1CN(C)S(=O)(=O)c1ccc(F)cc1,19,-6[16.7 µM],-3,0,0,-1.2,-2,19
Cc1c(NS(=O)(=O)c2ccc(NC(=O)CCC(=O)O)cc2)c(=O)n(-c2ccccc2)n1C,7,-6,-3,-11,-4,1.1,2,-3
CC(C)c1ccc(CN2CC(C(=O)O)CC2=O)cc1 (stereo not drawn),4,-8,.,2,0,-1.9,6,58
CN(C)CCNC(=O)c1onc(CSc2nc3ccccc3[nH]2)c1C(=O)NCCN(C)C,-2,2,-8,16,1,-2.5,-5,12
C[C@@H]1CN([C@@H](C)CO)C(=O)Cc2cc(NC(=O)CCN3CCOCC3)ccc2O[C@@H]1CN(C)CC1CC1,13,-2[16.7 µM],1,6,1,-0.1,-3,7
COc1ccccc1CC(=O)O/N=C(\N)Cc1cccc2ccccc12,.,-9,-1,.,-1,.,-4,3
Cc1ccc(C(O)P(=O)(OCCC(C)C)c2ccc(N(C)C)cc2)cc1 (stereo not drawn),-28,.,8,0,5,-4.5,2,9
Clc1ccc(CSc2nnc(-c3cccnc3)n2Cc2ccco2)c(Cl)c1,.,10,2,-74,0,.,.,-9
COc1ccc(CCn2c(-n3nc(C)cc3C)nc3c2c(=O)[nH]c(=O)n3C)cc1,.,-3,.,4,0,.,-1,.
COC(=O)C(NC(C)=O)(Nc1ccccc1)C(=O)OC,.,-6,-2,-1,0,.,1,-1
CCN1C[C@@H]2[C@@H]3C(=O)N(C)C(=O)[C@@H]3[C@](CC)(C1=O)N2C(=O)c1ccc(Cl)cc1,10,.,-9,.,-5,4.5,4,2
CN(C)N1C(N)=C(C#N)C(c2ccccc2)C2=C1CCCC2=O (stereo not drawn),14,.,-2,7,.,1.3,.,.
CC(C)c1ccc(N(CC(=O)N2CCN(Cc3ccccc3)CC2)S(C)(=O)=O)cc1,-5,-3,-6,8,-1,2.9,0,-2
